High-throughput results as filed in PubChem.
TbREL1 inh: TbREL1 RNA ligase inhibitors, primary screen, biochemical, FRET fluorescence | RNA-editing ligase 1, mitochondrial (Trypanosoma brucei brucei), P86926 | TbREL1 RNA ligation | inhibition, % at 9.66 µM | actives 0.49% (n = 89,000);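 active = inhibition above the mean inhibition across all screened compounds plus 3 SD, cut at about 11% in these data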;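 note: 0% = plate median of test wells and 100% = NSC42067 control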
Target sequence (P86926 whole entry, looked up): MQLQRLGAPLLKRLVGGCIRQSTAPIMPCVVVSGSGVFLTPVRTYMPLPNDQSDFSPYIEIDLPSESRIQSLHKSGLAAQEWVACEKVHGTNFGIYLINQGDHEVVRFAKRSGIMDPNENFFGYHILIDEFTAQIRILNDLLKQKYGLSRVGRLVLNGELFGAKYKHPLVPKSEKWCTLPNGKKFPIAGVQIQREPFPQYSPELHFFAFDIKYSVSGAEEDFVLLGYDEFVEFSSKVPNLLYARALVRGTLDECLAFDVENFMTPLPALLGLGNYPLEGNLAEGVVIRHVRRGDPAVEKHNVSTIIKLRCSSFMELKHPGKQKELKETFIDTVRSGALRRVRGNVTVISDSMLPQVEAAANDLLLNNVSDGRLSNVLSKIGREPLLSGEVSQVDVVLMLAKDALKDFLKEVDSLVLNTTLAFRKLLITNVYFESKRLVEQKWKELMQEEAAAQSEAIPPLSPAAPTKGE
* marks the source's active call; other numbers are inactive results. Only part of the results is shown (hit frequency here may not be typical).

SMILES | TbREL1 inh
O=C(NCCN1CCN(c2ccccc2)CC1)c1cccn2c(=O)c3cc(Cl)ccc3nc12 | 5
O=C(c1cc(S(=O)(=O)N2CCOCC2)ccc1Cl)N1CCN(c2ccccn2)CC1 | 1
CN(CC(=O)Nc1ccc(Cl)c(S(=O)(=O)N2CCOCC2)c1)C(=O)c1ccc(C#N)cc1 | 3
O=C(CCCOc1ccccc1)Nc1ccccc1C(F)(F)F | -3
O=C(NCCCN=C1NS(=O)(=O)c2ccccc21)c1ccccc1Cl | -1
CCOC(=O)c1c(C)[nH]c(C(=O)N/N=C\c2ccccc2O)c1C | -2
S=C(Nc1ccc(Nc2ccccc2)cc1)Nc1ccccn1 | 0
Cc1ccc(-n2nnnc2CCl)cc1 | 2
O=C(NCCCCc1ccccc1)C1CC(c2ccccc2C(F)(F)F)=NO1 (stereo not given) | 0
CCN(CC(=O)NCc1ccc(F)cc1)Cc1nc2cc(Cl)ccc2c(=O)[nH]1 | 3
COc1ccc(NC(=O)C2C3C=CC(C3)C2C(=O)NCc2ccco2)cc1 (stereo not given) | -1
CCOC(=O)/C=C1/N(C)c2ccccc2C1(C)C | -3
CCCOC(=O)c1ccc(Oc2c(-c3ccc(OCC)cc3O)n[nH]c2C)cc1 | -4
COc1ccc(/C=N/OCC(=O)NCC(C)C)c(OC)c1 | 2
CC(C)c1nc2n[nH]c(N)c2c2c1CCC2 | 5
O=C1C(Cl)=C(N2CCOCC2)C(=O)N1CCc1ccccc1 | -2
COc1ccc(COC[C@H](C)N2C[C@@H](C)[C@H](CN(C)S(=O)(=O)c3ccc(F)cc3)OCCCC[C@H](C)Oc3ccc(NC(=O)Nc4ccccc4)cc3C2=O)cc1 | 3
COc1ccc(CN(CCN2CCOCC2)C(=O)c2ccc(F)cc2Cl)cc1OC | 1
COc1ccc(OC)c(NC(=O)NCc2cccnc2)c1 | 3
Cc1c(-c2ccco2)[n+](=O)c2c(n1[O-])CCC2 | 0
CC1(C(=O)NCc2cccc3ccccc23)CCN1C(=O)C1(c2ccccc2)CCCC1 (stereo not given) | 0
O=C1NC[C@@H](CCCCN2CCN(CCc3ccc(O)cc3)C(=O)C2=O)N(CCc2ccc(O)cc2)C1=O | 0
COc1ccc(Cl)cc1C(=O)NNC(=S)NC1CCCC1 | -2
O=C(COC(=O)/C=C/c1ccc([N+](=O)[O-])cc1)NC1CCCCC1 | 0
COc1ccc(C(=O)NNC(=S)NC(=O)c2cccnc2)cc1 | -7
C=CCn1c(=O)c2ccccc2n2c(SCC(=O)c3ccccc3)nnc12 | 4
CCCC(c1nnnn1Cc1ccc(OC)cc1)N1CCN(c2ccccc2)CC1 (stereo not given) | 5
COc1ccc(C(=O)NCC2(N3CCCCC3)CCCCC2)cc1S(=O)(=O)N(C)C | 6
Cc1ccc(OCc2nn3c(C4CCCCC4)nnc3s2)cc1 | 3
CCOc1ccc(-n2nnnc2SCC(=O)NC2CCCC2)cc1 | -3
CC(=O)n1cc([C@@H]2C=C(C(=O)N3CCN(C)CC3)O[C@H](OCc3ccc(CO)cc3)C2)c2ccccc21 | -2
CCC(C)(C)C1CCc2[nH]nc(C(=O)NCc3ccc(Cl)cc3)c2C1 (stereo not given) | 3
O=C(C1CCCN1S(=O)(=O)c1ccc(Br)s1)N1CCc2ccccc2C1 (stereo not given) | 0
COCCNCCCCOc1ccc(C)cc1[N+](=O)[O-] | 1
O=C(c1ccc(Cl)c(S(=O)(=O)NCc2ccco2)c1)N1CCN(c2ccc(F)cc2)CC1 | 0
CCS(=O)(=O)c1ccc2c(c1)N(S(=O)(=O)c1ccc(OC)cc1)CC(C(=O)O)O2 (stereo not given) | 0

Overlap with the part before: 2 compounds, then new ones.
SMILES | TbREL1 inh
O=C(c1ccc(Cl)c(S(=O)(=O)NCc2ccco2)c1)N1CCN(c2ccc(F)cc2)CC1 | 0
CCS(=O)(=O)c1ccc2c(c1)N(S(=O)(=O)c1ccc(OC)cc1)CC(C(=O)O)O2 (stereo not given) | 0
CCOc1ccccc1NC(=O)/C(C#N)=C/c1c(C)nn(-c2ccccc2)c1Cl | -3
CCOc1ccc(NC(=O)CSc2nc3c(c(=O)n2C)SC(C)C3)cc1 (stereo not given) | -6
Cc1nnc(SCC(=O)NCc2ccc(Cl)cc2)[nH]c1=O | 4
OC(COc1ccc(Br)cc1)CN1CCN(c2ccccc2)CC1 (stereo not given) | -5
O=C1c2ccccc2S(=O)(=O)N1CC1CC(c2ccccc2Cl)=NO1 (stereo not given) | 0
O=C(C[C@@H]1C/C=C\C[C@@H](NC(=O)OCC2c3ccccc3-c3ccccc32)C(=O)OC[C@@H](Cc2ccccc2)NC1=O)NCCO | 4
NS(=O)(=O)c1ccc(CNC(=O)/C=C/c2cccc([N+](=O)[O-])c2)cc1 | 2
CCOC(=O)CSc1cccc2cccnc12 | -2
COc1ccc(Cn2cnc([N+](=O)[O-])c2)cc1[N+](=O)[O-] | 2
Cc1cc(C)n(-c2nc3ccccc3nc2N2CCN(S(=O)(=O)c3ccc4ccccc4c3)CC2)n1 | 6
Cc1ccc(/C=C/C(=O)OCn2nnc3ccccc3c2=O)o1 | 1
COc1ccc(-n2c(=O)[nH]cc(C(=O)Nc3ccccc3)c2=O)cc1 | 0
Cc1nnc(SCC(=O)c2c(N)n(Cc3ccccc3)c(=O)n(C)c2=O)n1C | 0
Cc1cc(C)cc(C(=O)N2CCCCCC2)c1 | -2
COc1ccc(NC(=O)CN(C)C(C)C(=O)N2CCCCC2)cc1 (stereo not given) | 8
COc1ccc(CN(C)CC(=O)Nc2ccccc2C(=O)NC2CC2)cc1OC | 0
CCCOc1ccc(C(=O)c2ccccc2C(=O)O)cc1OCCC | -2
O=C(Nc1ccccc1)c1ccc2nsnc2c1 | 4
CC(C)(C)[C@H]1C=C(C(=O)N2CCOCC2)O[C@@H](OCCCCO)C1 | -1
COC(=O)CCC(=O)Nc1ccc(Br)cc1 | 0
CCc1noc(C)c1C(=O)NNC(=O)c1ccccc1 | 0
Cc1cc(C)n(-c2ccc(S(=O)(=O)N3CCOCC3)cc2[N+](=O)[O-])n1 | 7
O=C(CNS(=O)(=O)c1ccc2ccccc2c1)OCC(=O)c1ccc(Br)s1 | 0
CCOc1ccc(NC(c2ccccn2)c2oc(CO)cc(=O)c2O)cc1 (stereo not given) | -3
O=C(NC1CCCC1)c1ccc(CS(=O)(=O)c2cccc(C(F)(F)F)c2)o1 | 4
Cc1ccc(/C=N/N2CCOCC2)s1 | 0
CCCCNC(=O)c1onc(CSc2ccccc2)c1C(=O)O | 7
Cc1nn2c(CN(C(=O)CN3CCOCC3)c3ccccc3)nnc2c2ccccc12 | -1
COc1ccc(NC(=O)C2CC(c3ccccc3O)=NO2)cc1OC (stereo not given) | -2
CCC(C)c1ccccc1N1CC(C(=O)Nc2ccc(S(=O)(=O)N3CCOCC3)cc2)CC1=O (stereo not given) | -3
O=C(NCc1ccc(F)cc1)C1CCN(S(=O)(=O)c2ccc3c(c2)OCCCO3)CC1 | -1
CC(C)c1nccn1S(=O)(=O)c1cccc([N+](=O)[O-])c1 | 1
C=CCN1CC(c2nc3ccccc3n2Cc2ccccc2)CC1=O (stereo not given) | -2
COc1ccc(NC(=O)c2oc3ccccc3c2C)c(OC)c1 | 0
CCOc1ccccc1NC(=O)CSc1nnc(Cc2cccn2C)n1-c1ccc(F)cc1 | -9
COc1ccc(N2CCOCC2)c(NC(=O)c2ccc(Br)o2)c1 | 2
CC1C(=O)N(Cc2cn(CCC3OCCO3)nn2)CCS(=O)(=O)N1Cc1ccc(-c2ccc(Cl)c(Cl)c2)cc1 (stereo not given) | 3
Cc1nc2ccc(S(=O)(=O)N(C)CC(=O)Nc3ccccc3F)cc2s1 | -2
COc1ccc(CC(=O)OCC(=O)Nc2ccc3[nH]c(=O)[nH]c3c2)cc1 | 3
Cc1ccc(NC(=O)c2cccc(NC(=O)CC3SC(N4CCCCC4)=NC3=O)c2)nc1 (stereo not given) | 0
COc1ccc(S(=O)(=O)N(C)C[C@@H]2Oc3cc(C#CC4CCCCC4)ccc3S(=O)(=O)N([C@@H](C)CO)C[C@@H]2C)cc1 | 4
COc1cccc(NC(=O)c2ccc(S(=O)(=O)NCc3cccnc3)cc2)c1 | -3
COC(=O)c1cccc(NC(=O)CN2CCC(NC(=O)c3cc(OC)c(OC)c(OC)c3)CC2)c1 | 0
O=C(Cn1nc(C(F)(F)F)c2c1CCCC2)NC1CCCC1 | -1
O=C(NCCc1c[nH]c2ccccc12)/C(=C\c1cccnc1)NC(=O)c1ccccc1Br | -7
COc1cc(Cl)c(C)cc1NC(=O)c1cc(S(=O)(=O)N(C)C)ccc1N1CCCC1 | -6
CCN(c1ccccc1)S(=O)(=O)c1cccc(C(=O)OCC(=O)c2c(N)n(C)c(=O)n(C)c2=O)c1 | 0
Cc1ccc(NC(=O)C(C)OC(=O)COc2cccc(C(F)(F)F)c2)cc1S(=O)(=O)N1CCOCC1 (stereo not given) | 2
CC1CCC(N(CCCN)Cc2ccco2)CC1C (stereo not given) | 0
CC1(C)CC2(C)OC(=N)C1(C#N)C2(C#N)C#N (stereo not given) | -1
Cn1c(SCC(=O)NCc2ccco2)nnc1C1CC1 | 1
O=C(Nc1ccc(-c2ccccc2)cc1)c1ccc2c(c1)S(=O)(=O)c1ccccc1C2=O | 1
Cn1c(N)cc(-c2ccc(F)cc2)c(C#N)c1=O | 9
CN(C)c1ccc(N=C/C=C2\N(C)c3ccccc3C2(C)C)cc1 | 0
O=C(NCCOC(=O)C1COc2ccccc2O1)c1cccnc1 (stereo not given) | 9
CSc1ccccc1NC(=O)CN(C)C(=O)c1c(C)nn(Cc2ccccc2)c1C | -2
FC(F)(F)c1cccc(N2CCN(c3nnnn3-c3ccccc3)CC2)c1 | 5
CCCC(=O)C1=C(O)C(C(=O)OC)C(C)(C)CC1=Nc1ccccc1 (stereo not given) | 2
CN1C(=O)C(O)(CC(=O)c2cccc(-n3cccc3)c2)c2ccccc21 (stereo not given) | -4
Cc1ccc2c(c1)C(c1ccncc1)=NNC(c1ccc(F)cc1)=N2 | 4
(next part)
SMILES | TbREL1 inh
COc1ccccc1OCCCCCc1c(C)n[nH]c1C | 1
CC(C)(C)OC(=O)NCCCCCNC(=O)c1nc[nH]c1C(=O)NCc1ccccc1 | -1
COc1ccc(OC)c2c1nc1n2CCS1 | -1
O=C(CCSc1ccccc1)Nc1nnc(-c2ccccc2)o1 | 6
COc1ccc(C(=O)N2CC=C(c3ccccc3)CC2)cc1S(=O)(=O)N1CCOCC1 | 0
COc1ccccc1CN(C)C(=O)c1cc2ccccc2o1 | 1
COc1ccc(-c2sc3ccc(N4CCOCC4)cc3c2C#CC2(O)CCCCC2)cc1 | -1
CCCN1CCN(S(=O)(=O)c2ccc(OC)c(Br)c2)CC1 | -2
C=CCN(C(=O)c1csnn1)C(C(=O)NCc1ccc(F)cc1)c1ccccc1 (stereo not given) | -1
Cc1sc2ncn(CC(=O)OC(C)C(=O)NC(C)(C)C)c(=O)c2c1C (stereo not given) | -3
CC(=O)c1ccc(N2CCN(Cc3cc(=O)n4c(-c5ccccc5)csc4n3)CC2)cc1 | -2
COc1ccc(NC(=O)c2ccco2)cc1NC(=O)c1cccc(OC(C)C)c1 | 0
Cc1cccc(OCCC(=O)Nc2c(C)n(C)n(-c3ccccc3)c2=O)c1 | 2
COc1cccc(-c2nc(CSCC(=O)NCC3CCCO3)c(C)o2)c1 (stereo not given) | -3
Cc1ccc(SCC(=O)OCC(=O)NCc2cccs2)cc1 | -1
C[C@H](CO)N1C[C@H](C)[C@@H](CN(C)Cc2ccc(Cl)c(Cl)c2)Oc2c(NC(=O)CCC(F)(F)F)cccc2C1=O | 0
CCOC(=O)C1=C[C@@H](C(C)(C)C)N(S(=O)(=O)c2ccc(C)cc2)[C@H]1c1ccc(F)cc1 | 0
CCC(C)[C@H](NC(=O)Nc1cccc(Cl)c1)C(=O)O (stereo not given in full) | 4
CC(=O)c1cc(Cl)ccc1OCC(=O)Nc1cccc(S(=O)(=O)N2CCCC2)c1 | 0
COc1ccc2c(c1)[nH]c1c(=O)n(CCCn3ccnc3)cnc12 | 5
CC(=O)Nc1ccccc1C(=O)C(=O)Nc1ccc(F)c(Cl)c1 | 2
COc1ccc(C)cc1S(=O)(=O)NC(C)c1cnn(-c2ccccn2)c1C (stereo not given) | 3
O=C(CSc1nc2ccc(Cl)cc2[nH]1)Nc1ccc2c(c1)CCC2 | 0
COCCN1C(=O)N[C@@H](c2ccccc2)[C@H](C(=O)OC)[C@H]1C | 4
COc1ccc(-c2sc3ccc(N4CCOCC4)cc3c2C#CC(C)(C)O)cc1 | -1
Cn1c(CCc2ccccc2)nnc1SCC(=O)N1CCOCC1 | -1
COc1cc(SC)ccc1C(=O)Nc1cccc(S(=O)(=O)NC2=NCCC2)c1 | -2
Cc1cc(Nc2cccc([N+](=O)[O-])c2)cc(=O)n1-c1cccc([N+](=O)[O-])c1 | -1
CC(Sc1ccccc1F)C(=O)Nc1cccc(S(=O)(=O)N2CCOCC2)c1 (stereo not given) | -1

Grouped by structure: the entries above containing an aryl thioether with sulfur outside any ring (16)
SMILES | TbREL1 inh
C=CCn1c(=O)c2ccccc2n2c(SCC(=O)c3ccccc3)nnc12 | 4
CCOc1ccc(-n2nnnc2SCC(=O)NC2CCCC2)cc1 | -3
CCOc1ccc(NC(=O)CSc2nc3c(c(=O)n2C)SC(C)C3)cc1 (stereo not given) | -6
Cc1nnc(SCC(=O)NCc2ccc(Cl)cc2)[nH]c1=O | 4
CCOC(=O)CSc1cccc2cccnc12 | -2
Cc1nnc(SCC(=O)c2c(N)n(Cc3ccccc3)c(=O)n(C)c2=O)n1C | 0
CCCCNC(=O)c1onc(CSc2ccccc2)c1C(=O)O | 7
CCOc1ccccc1NC(=O)CSc1nnc(Cc2cccn2C)n1-c1ccc(F)cc1 | -9
Cn1c(SCC(=O)NCc2ccco2)nnc1C1CC1 | 1
CSc1ccccc1NC(=O)CN(C)C(=O)c1c(C)nn(Cc2ccccc2)c1C | -2
O=C(CCSc1ccccc1)Nc1nnc(-c2ccccc2)o1 | 6
Cc1ccc(SCC(=O)OCC(=O)NCc2cccs2)cc1 | -1
O=C(CSc1nc2ccc(Cl)cc2[nH]1)Nc1ccc2c(c1)CCC2 | 0
Cn1c(CCc2ccccc2)nnc1SCC(=O)N1CCOCC1 | -1
COc1cc(SC)ccc1C(=O)Nc1cccc(S(=O)(=O)NC2=NCCC2)c1 | -2
CC(Sc1ccccc1F)C(=O)Nc1cccc(S(=O)(=O)N2CCOCC2)c1 (stereo not given) | -1
